# Screening data from PubChem.
# IP6K1 inhibitor: inhibitors of human IP6K1 | Q92551 | activity change, % (series mostly up to about 58 µM) | IP6K1 kinase, ADP-Glo luminescence, 2 h; active compounds read low | AID 1645851 | actives 0.81% (n = 140,000); in the data active = activity change below about -25%
# Target sequence (Q92551 whole entry, looked up): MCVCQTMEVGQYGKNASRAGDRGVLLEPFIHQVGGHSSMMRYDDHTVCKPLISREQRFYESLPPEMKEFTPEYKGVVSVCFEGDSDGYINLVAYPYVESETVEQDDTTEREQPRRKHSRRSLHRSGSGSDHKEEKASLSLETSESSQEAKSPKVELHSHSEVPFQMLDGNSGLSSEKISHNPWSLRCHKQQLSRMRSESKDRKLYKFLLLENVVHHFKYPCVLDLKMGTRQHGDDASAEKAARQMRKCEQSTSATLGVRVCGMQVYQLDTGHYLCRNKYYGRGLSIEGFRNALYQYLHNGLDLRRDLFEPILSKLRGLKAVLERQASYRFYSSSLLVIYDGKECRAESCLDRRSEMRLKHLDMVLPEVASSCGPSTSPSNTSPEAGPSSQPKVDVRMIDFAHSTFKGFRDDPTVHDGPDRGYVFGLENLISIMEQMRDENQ
#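 ADP-Glo luminescence measures ADP made by human IP6K1 during a 2 h RT reaction with ATP/IP6 (mix at 1.3 mM/130 uM); top library doses 57.5 and 19.1 uM final.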
# HEK cytotox: cytotoxic compounds in HEK 293 cells; HEK 293 viability, ATP luminescence (CellTiter-Glo), 48-72 h; Potency, µM (series often up to 115 µM), for inactives: at the highest dose activity change, negative = cytotoxicity, most hits filed as inhibitors; actives 6.6% (n = 94,000); also: potency is read from the fitted curve at half-maximal effect; nearly all actives have a fitted effect of over 60% in size
#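 Cytotoxicity was scored by loss of ATP-coupled luminescence (CellTiter-Glo) in HEK 293 cells. Compound treatment ran 48 or 72 hr at 37 degree Celsius, 5% CO2, 95% humidity.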
# GPT2 inhibitor: GPT2 alanine aminotransferase inhibition; Q8TD30; Recombinant GPT2, coupled pyruvate oxidase/HRP Amplex Red fluorescence; Potency, µM (doses to about 57.7 µM), inactives show at the highest dose activity change, negative = inhibition, most hits filed as inhibitors; actives 0.25% (n = 100,000); also: potency is read from the fitted curve at half-maximal effect; nearly all actives have a fitted effect of over 60% in size; many of its hits are not listed in these tables
# Target sequence (Q8TD30 whole entry, looked up): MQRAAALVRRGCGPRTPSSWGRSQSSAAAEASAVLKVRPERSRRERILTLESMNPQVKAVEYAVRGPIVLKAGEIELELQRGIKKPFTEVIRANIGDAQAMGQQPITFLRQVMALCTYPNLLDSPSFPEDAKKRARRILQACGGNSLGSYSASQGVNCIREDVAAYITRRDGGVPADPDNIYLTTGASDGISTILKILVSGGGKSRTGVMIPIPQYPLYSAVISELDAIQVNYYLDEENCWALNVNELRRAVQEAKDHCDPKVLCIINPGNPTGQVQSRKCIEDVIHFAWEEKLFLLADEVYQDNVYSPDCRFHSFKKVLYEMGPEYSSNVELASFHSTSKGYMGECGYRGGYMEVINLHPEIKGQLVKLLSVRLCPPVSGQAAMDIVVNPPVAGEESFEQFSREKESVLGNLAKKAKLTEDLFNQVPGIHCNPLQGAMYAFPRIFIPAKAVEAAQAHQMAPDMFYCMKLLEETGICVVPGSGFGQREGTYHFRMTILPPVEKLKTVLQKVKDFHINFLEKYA
#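 Recombinant GPT2 (10ng/uL) with 250uM a-KG and 2mM L-alanine, 30 min at room temperature, in HEPES pH 7.5 buffer. Pyruvate detected by pyruvate oxidase/HRP/Amplex Red fluorescence after 30 min in the dark; AOA (50uM) as positive control.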
# 3T3 cytotox: kills NIH 3T3 cells. NIH 3T3 viability, CellTiter-Glo ATP luminescence, 48-72 h. Potency, µM (doses to about 96.7 µM), for the others: at the highest dose activity change, negative = cytotoxicity, actives largely listed as inhibitors. actives 4.3% (n = 94,000). AID 1345082; also: potency is read from the fitted curve at half-maximal effect; nearly all actives have a fitted effect of over 55% in size
#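 First NIH 3T3 cells are plated at 400 cells/well; next compound is pinned in; then plates incubate 48 or 72 hr at 37 °C; finally CellTiter-Glo is added and luminescence read after 10 min.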
# SNCA expr inhib: inhibitors of alpha-synuclein (SNCA) gene expression; HEK-293 SNCA-luciferase knock-in, luminescence, 24 h; Potency, µM (doses to about 57.2 µM), inactives show at the highest dose activity change, negative = inhibition, most hits filed as inhibitors; actives 0.17% (n = 140,000);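 also: potency is read from the fitted curve at half-maximal effect; plate controls were DMSO cells for no effect and cell-free wells for full effect; nearly all actives have a fitted effect of over 45% in size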
# SNCA viab count: counter-screen for SNCA expression inhibitors: cell viability; HEK-293-SNCA-luc viability, GF-AFC fluorescence, 24 h; Potency, µM (top dose mostly 57.1 µM), inactives show at the top dose activity change, negative = cytotoxicity, usual class: cytotoxic; actives 0.12% (n = 150,000);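 also: potency is read from the fitted curve at half-maximal effect; 0% = DMSO-treated cells and -100% = medium-only wells without cells; nearly all actives have a fitted effect of over 30% in size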
#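 HEK-293-SNCA-luc cells (1500/well) plated 24 h, then exposed 24 h to a dilution series; GF-AFC added 30 min at 37C, fluorescence 405/540 nm; normalised to medium-only and DMSO wells, Hill fit.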
# FLuc inh: inhibitors of firefly (Photinus pyralis) luciferase; P08659; actives 2.5% (n = 76,000); purified P. pyralis luciferase, luminescence, biochemical; Potency, µM (series often up to 115 µM), without a hit: at the highest dose activity change, negative = inhibition, usual class: inhibitors; also: potency is read from the fitted curve at half-maximal effect; nearly all actives have a fitted effect of over 65% in size
#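 Inhibitors were tested against purified firefly luciferase in a biochemical, low-substrate format (both substrates at 10uM) and luminescence measured with a CCD imager.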
# * = called active by the depositor; i = inactive; ? = inconclusive; · = no result given; & = joins results of further samples; [ ] = remark or other dose. Unless noted, calls follow the shape of the dose curve; as a rule, active = well fitted curve in the direction sought with a large enough effect; inconclusive = small, poorly fitted or top-dose-only effect, or another doubt; inactive = no such curve, though single readings can be large; an effect the other way counts as inactive or inconclusive. Unless noted, % is scaled to controls: 0 for no effect and ±100 for the full control effect. A portion of the library; count on the stated rates, not on these rows.
no. | SMILES | IP6K1 inhibitor | HEK cytotox | GPT2 inhibitor | 3T3 cytotox
1 | CCCn1cnnc1-c1nc2c([nH]1)CC(c1ccccc1OC)CNC2=O (stereo not given) | 6 | -9% | 1% | -1%
2 | CC(=O)c1ccc(NC(=O)c2ccc3c(c2)nnn3C2CCCC2)cc1 | 23 | · | · | ·
3 | CCCN(CCC)CCNC(=O)c1cc2c(-c3ccc(Cl)cc3)nn(C)c2s1 | 33 | · | · | ·
4 | CN1c2cccnc2CN(C(=O)Nc2ccc(Cl)cc2)CC[C@H]1CO | -10 | -15%[172 µM] | -25%[88.5 µM] | ?
5 | O=C1Nc2cc(Cl)ccc2Oc2ccccc21 | -1 | · | 2% | ·
6 | CC(C)c1noc(C2CCCN(C(=O)NC(C)(C)C)CCC(=O)NCC2)n1 (stereo not given) | 30 | -9% | 0% | -19%
7 | O=C(C1CCCN([S+](=O)([O-])c2ccccc2)C1)N1CCC(N2CCOCC2=O)CC1 (stereo not given) | 6 | -13% | i | -27%
8 | Cn1c(=O)n([C@H]2CCCN(S(=O)(=O)Cc3ccccc3)C2)c2ncccc21 | 15 | -27% | 1% | -18%
9 | COc1ccc(CN2C(=O)CO[C@H](c3ccc(NC(=O)c4ccccc4OC)cc3)[C@H]2CO)cc1 | 3 | ? | -19% | ?
10 | CNC(=O)C1CCN(C(=O)c2ccc(-c3cccc(OC)c3)cc2)CC1 | 3&-3 | ? | -2% | -10%&-27%
11 | NC(=O)[C@@H]1CN(C(=O)Cc2ccc(F)cc2)C[C@H]1COc1ccccc1 | 13 | i | -7% | i
12 | COc1ccc(NC(=O)Cn2c(=O)n(-c3cccc(C)c3)c(=O)c3c2cc(C)n3C)c(OC)c1 | 15 | -27% | i | -9%

no. | SNCA expr inhib | SNCA viab count | FLuc inh
1 | -15% | 0% | 0%
2 | -4% | -1% | ·
3 | -5% | 16% | ·
4 | -9%[87.6 µM] | 3%[87.6 µM] | -2%[172 µM]
5 | -21%[25.6 µM] | -11%[23.9 µM] | ·
6 | 16% | 6% | -3%
7 | ? | -3% | ·
8 | 26% | -3% | 0%
9 | 7% | 9% | -7%
10 | 25%&72% | 2%&-1%[12.5 µM] | ·
11 | 4% | -14% | 6%
12 | -24% | ? | -10%

# Single records, as listed above. Screens in order: IP6K1 inhibitor	HEK cytotox	GPT2 inhibitor	3T3 cytotox	SNCA expr inhib	SNCA viab count	FLuc inh
# Record of `CCCN(CCC)CCNC(=O)c1cc2c(-c3ccc(Cl)cc3)nn(C)c2s1` = 33	·	·	·	-5%	16%	·
# Record of `CCCn1cnnc1-c1nc2c([nH]1)CC(c1ccccc1OC)CNC2=O` (stereo not given) = 6	-9%	1%	-1%	-15%	0%	0%
# Record of `O=C1Nc2cc(Cl)ccc2Oc2ccccc21` = -1	·	2%	·	-21%[25.6 µM]	-11%[23.9 µM]	·
# Record of `O=C(C1CCCN([S+](=O)([O-])c2ccccc2)C1)N1CCC(N2CCOCC2=O)CC1` (stereo not given) = 6	-13%	i	-27%	?	-3%	·

# (listing goes on)
no. | SMILES | IP6K1 inhibitor | HEK cytotox | GPT2 inhibitor | 3T3 cytotox
13 | Cc1noc(C)c1CC(=O)NCC12CCC=C1NC(=O)CC2 (stereo not given) | -15 | 4% | i | 1%
14 | CC1(COc2ccccc2)COc2ccc(C(=O)NCc3cccnc3)cc2N1 (stereo not given) | -1 | ? | -20%[88.5 µM] | ?
15 | CC(C)CCCC1CN(C(=O)c2cn(CCCN)nn2)CCO1 (stereo not given) | 5 | ? | -8% | -18%
16 | CC(CCc1ccccc1)NC(=O)C1CCN(c2cc(C(F)(F)F)ncn2)CC1 (stereo not given) | 12 | ? | i | ?
17 | CCOC(=O)c1cccc(NC(=O)CCn2nc(C)c(S(=O)(=O)N3CCCCC3)c2C)c1 | -2 | · | · | ·
18 | CC(=O)c1ccc(NC(=O)N2Cc3[nH]cnc3C[C@H]2c2nc(-c3ccc(F)cc3)no2)cc1 | 5 | -1% | 4% | 89µM*
19 | CN(Cc1nccs1)c1cc(C2CC(O)C2)ncn1 (stereo not given) | -7 | 0% | 4% | -6%
20 | Cc1ccc(-n2c(SCC(=O)c3ccccc3)nc3c([nH]c4ccccc43)c2=O)cc1 | -9 | · | · | ·
21 | CCN1CCC2(CCC1=O)CN(C(=O)CCc1cccnc1)CCN2C (stereo not given) | 11 | 1% | -3% | 1%
22 | Cc1ccc(S(=O)(=O)c2nc(-c3ccccc3F)oc2N2CCCCC2)cc1 | 5 | · | · | ·
23 | COc1cc(Cl)c(CN2CCC[C@H]2C(=O)O)cc1OC | -6 | -3% | -2% | i
24 | COc1ccc(CCNC(=O)CCn2c(=O)c3ccccc3n(CC(=O)Nc3cc(Cl)ccc3C)c2=O)cc1OC | -9 | · | · | ·

no. | SNCA expr inhib | SNCA viab count | FLuc inh
13 | 5% | 5% | 4%
14 | -6%[87.6 µM] | 4%[87.6 µM] | -6%[172 µM]
15 | 10% | -4% | 2%
16 | -23% | 5% | 0%
17 | 24% | -1% | ·
18 | 36%[activator] | -21% | ?
19 | -27% | -20% | 6%
20 | 40%[activator] | 7% | ·
21 | -26% | -3% | -1%
22 | 12% | -22% | ·
23 | -1% | -3% | 3%
24 | 38%[activator] | -11% | ·

# (listing goes on)
no. | SMILES | IP6K1 inhibitor | HEK cytotox | GPT2 inhibitor | 3T3 cytotox
25 | CC(C)(C)CN[C@@H]1CO[C@H](CNC(=O)c2ccc(F)cc2)[C@H]1O | -1 | -1%[172 µM] | i | 5%[138 µM]
26 | CCCCN(c1ccccc1)c1ncnc2c1cnn2-c1cccc(C)c1 | 1 | · | · | ·
27 | CCCCS(=O)(=O)N1C[C@@H](COC)[C@H](C(=O)NC)C1 | 5 | -6% | i | -8%
28 | Cc1nc([C@H]2CCN(Cc3cccnc3)C[C@H]2NC(=O)C2CC2)n[nH]1 | 3 | i | 2% | -18%
29 | COc1ccc(S(=O)(=O)N2CCOC[C@H](Oc3ccc(C(F)(F)F)cn3)C2)cc1 | 5 | 100µM* | 0%[88.5 µM] | ?
30 | OCc1cccc(-c2cc3c(cn2)CN(CCc2ccccc2)CCN3)c1 | -18 | ? | -29%[88.5 µM] | ?
31 | COc1ccc(-c2cc3c(ccn3C)c(C(=O)NCc3c(C)cc(C)[nH]c3=O)n2)cc1 | 1 | ? | -8%[88.5 µM] | -12%[138 µM]
32 | CC(=O)Nc1ccc(CC(=O)N2CCC(C)(c3noc(-c4cccnc4)n3)CC2)cc1 | 5 | ? | 3% | -8%
33 | COc1ccc(C(=O)N2CC(=O)N(c3ccc(C)cc3)CC2C)c(OC)n1 (stereo not given) | 14 | -23% | 1% | -13%
34 | CC1(c2ccccc2)N(Cc2ncccn2)C(=O)OC12CCN(C(=O)c1ccc(Oc3ccccc3)cc1)CC2 (stereo not given) | -3 | 40µM* | i | 40µM*
35 | Cc1cccc(N2CCN(CCCNc3ncnc4onc(-c5ccc(Cl)cc5)c34)CC2C)c1 (stereo not given) | 11 | · | · | ·
36 | COc1ccc(C(=O)N2CCCn3nc(C)c(-c4ccccc4C(C)C)c32)cc1 | 25 | ? | i | ?

no. | SNCA expr inhib | SNCA viab count | FLuc inh
25 | ? | -1%[87.6 µM] | -4%[172 µM]
26 | 76%[activator] | 0% | ·
27 | -6% | 14% | -13%
28 | 33%[activator] | 0%[12.5 µM] | -9%
29 | -25%[87.6 µM] | -5%[87.6 µM] | 4%[172 µM]
30 | 16%[87.6 µM] | -20%[87.6 µM] | -13%[172 µM]
31 | -32%[87.6 µM] | 9%[87.6 µM] | -27%[172 µM]
32 | 14% | -12% | ·
33 | -28% | ? | -9%
34 | ? | -15% | 11%
35 | -4% | 1% | ·
36 | ? | ? | -3%[172 µM]

# Next part:
no. | SMILES | IP6K1 inhibitor | HEK cytotox | GPT2 inhibitor | 3T3 cytotox
37 | COc1c/c(=C2\C=c3ccccc3=N2)[nH]/c1=C\c1[nH]c(C)cc1C | -12 | · | i | ·
38 | CS(=O)(=O)N1C[C@H]2CCN(Cc3ccccc3F)C[C@H]21 | 33 | ? | i | -9%
39 | CCc1ccc(NC(=O)c2cc3sc(Cl)cc3n2C)cc1 | 16 | · | · | ·
40 | CCn1cc(S(=O)(=O)N2CCC3(CC2)CC(N(C)Cc2ccccc2)CCO3)cn1 (stereo not given) | -13 | ? | i | -20%
41 | O=C1C(Nc2ccccc2)=CC(c2ccc(Br)cc2)N1c1ccccc1 (stereo not given) | -15 | · | · | ·
42 | CNC(=O)c1cc(C2CC2)nc2c1c(C1CCCN(C(=O)Cc3ccc(F)cc3)C1)nn2C (stereo not given) | -4 | ? | · | ?
43 | CNCC[C@@H](Oc1ccccc1C)c1ccccc1 | -6 | · | -6% | ·
44 | C=CCNC(=O)[C@@H]1Cc2cn(Cc3c(C)noc3C)c3cccc(c23)[C@H](CC(C)C)N1 | -3 | 100µM* | 1%[88.5 µM] | 112µM*
45 | CC(C)NC(=O)N[C@H]1CCN(C(=O)c2cnccn2)[C@@H]1C(=O)N[C@@H](CCCNC(=O)c1cnccn1)C(N)=O | -13 | -11% | 3% | -4%
46 | COc1ccc(NC(=O)CSc2nnc(-c3ccc(OC)cc3)s2)cc1 | -2 | · | · | ·

no. | SNCA expr inhib | SNCA viab count | FLuc inh
37 | · | 4.7µM* | ·
38 | 7% | 4%[12.5 µM] | 2%
39 | 163%[activator] | 2% | ·
40 | -5% | 8% | 3%
41 | 93%[activator] | -6% | ·
42 | · | · | ·
43 | 57%[25.6 µM] | 3%[23.9 µM] | ·
44 | -6%[87.6 µM] | -2%[87.6 µM] | 0%[172 µM]
45 | -22% | -1% | 2%
46 | ? | -6% | ·

# 3 compounds picked at random from those above:
no. | SMILES | IP6K1 inhibitor | HEK cytotox | GPT2 inhibitor | 3T3 cytotox
42 | CNC(=O)c1cc(C2CC2)nc2c1c(C1CCCN(C(=O)Cc3ccc(F)cc3)C1)nn2C (stereo not given) | -4 | ? | · | ?
43 | CNCC[C@@H](Oc1ccccc1C)c1ccccc1 | -6 | · | -6% | ·
38 | CS(=O)(=O)N1C[C@H]2CCN(Cc3ccccc3F)C[C@H]21 | 33 | ? | i | -9%

no. | SNCA expr inhib | SNCA viab count | FLuc inh
42 | · | · | ·
43 | 57%[25.6 µM] | 3%[23.9 µM] | ·
38 | 7% | 4%[12.5 µM] | 2%
